CAL PDZ FP-1: blocks peptide binding to human CAL PDZ domain | 330,000 tested, 0.02% active | AID 504414 | inhibition, % at 20 µM | purified CAL PDZ, TMR-peptide fluorescence polarization, 1 h | Q9HD26;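 active = highest replicate inhibition of at least 40%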;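 note: plate controls were DMSO neutral control wells for no effect and unlabeled competitor peptide control wells for full effect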
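Read-out basis: mP drop reported as inhibition | Assay system: Tagged CAL PDZ protein CerCALP, purified | Benchmarks: Unlabelled peptide for full inhibition, DMSO wells as neutral | Schedule: 1 h incubation at room temperature before polarization reading | Buffer or medium: Sodium phosphate/NaCl buffer pH 7.4 with TCEP, IgG, Thesit | Doses: Single point, 20 µM | Measured by: Fluorescence polarization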
Ecoli viability: counter-screen for AddAB inhibitors: E. coli growth inhibition; E. coli V3065 growth, OD600 absorbance, 18 h; 330,000 tested, 0.27% active; AID 449728; inhibition, % at 11.9 µM;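 active = inhibition above the campaign's mean inhibition across all tested compounds plus 3 SD, cut at about 9.9% in these data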;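 note: uninfected addAB+ strain grown without phage in ampicillin broth; 0% = DMSO wells and 100% = ciprofloxacin 0.95 µg/ml wells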
CAL PDZ FP-2: CAL PDZ (human) peptide binding inhibition | Q9HD26 | purified CAL PDZ, TMR-peptide fluorescence polarization, 1 h | inhibition, % at 24.9 µM | 300,000 tested, 0.92% active | AID 602252;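 active = mean inhibition of at least 30% with at least half of replicates also reaching 30%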;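 note: 0% = DMSO neutral control and 100% = excess unlabeled competitor peptide PRC23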
Wnt act: activators of Wnt/beta-catenin signaling; Wnt/beta-catenin reporter cell assay, activator, plate reader; 300,000 tested, 1.2% active; activation, % at 9.35 µM; in the data active = activation above about 30%, passing the limit was not always enough;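 note: 0% = neutral control wells and 100% = positive control wells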
AddAB inh: less growth of phage-infected E. coli with AddAB; E. coli expressing H. pylori AddAB, absorbance growth; inhibition, % at 11.9 µM; 330,000 tested, 0.29% active; AID 435030; in the data active = inhibition above about 12%;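 note: 0% = vehicle wells of infected cells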
phage Ecoli inh: E. coli growth loss with phage present; growth absorbance; inhibition, % at 11.9 µM; 360,000 tested, 0.26% active; in the data active = inhibition above about 11%
SR-BI uptake up: SR-BI HDL lipid transfer activation; CHO ldlA[mSR-BI] cells, DiI-HDL uptake fluorescence, 3 h; 100 = double the neutral-control signal; activation, % at 12.5 µM; 320,000 tested, 0.096% active; AID 504775;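 active = mean replicate activation of at least 60% and every replicate at or above 60%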;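 note: 0% = median plate neutral-control signal and 100% = twice that signal; values of inactives mirror those of a sister screen read the other way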
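Test system: SR-BI-overexpressing, LDLR-lacking CHO cells; Medium: Ham's F12 with 0.5% BSA, HEPES 25 mM, pH 7.4; Schedule: 3 h, 37 °C; Technique: bottom-read fluorescence, 550/595 nm.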
SR-BI HDL uptake: blocks mouse SR-BI lipid uptake from DiI-HDL; 320,000 tested, 0.96% active; ldlA[mSR-BI] CHO cells, DiI-HDL uptake fluorescence, 3 h; inhibition, % at 12.5 µM;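 active = mean replicate inhibition of at least 70% and a set share of replicates each scoring 70 or more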;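 note: 0% = median of neutral control wells and 100% = median of positive control wells; values of inactives mirror those of a sister screen read the other way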
Target sequence (Q61009 whole entry, looked up): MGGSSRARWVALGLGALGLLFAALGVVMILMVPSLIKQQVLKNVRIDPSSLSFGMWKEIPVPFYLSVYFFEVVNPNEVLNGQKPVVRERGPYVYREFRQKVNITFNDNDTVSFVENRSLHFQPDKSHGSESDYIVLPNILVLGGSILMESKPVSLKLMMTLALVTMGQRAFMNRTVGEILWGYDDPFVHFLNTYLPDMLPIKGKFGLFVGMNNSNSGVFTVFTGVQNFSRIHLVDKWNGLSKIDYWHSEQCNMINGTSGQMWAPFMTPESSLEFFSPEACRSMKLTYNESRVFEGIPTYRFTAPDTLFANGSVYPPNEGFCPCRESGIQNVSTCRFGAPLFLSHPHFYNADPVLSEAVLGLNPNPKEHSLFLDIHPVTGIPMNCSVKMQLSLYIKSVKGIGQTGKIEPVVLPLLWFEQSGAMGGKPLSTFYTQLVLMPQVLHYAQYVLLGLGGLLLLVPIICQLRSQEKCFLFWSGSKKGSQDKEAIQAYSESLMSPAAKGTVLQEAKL
MITF TRPM1 HTS: activators of MITF-driven TRPM1 promoter activity in SK-MEL-5 cells. activation, % at 12.5 µM. 300,000 tested, 0.75% active. SK-MEL-5 TRPM1-promoter luciferase, 24 h; % of positive control, neutral wells = 0;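 active = mean activation of at least 80% with every replicate also reaching 80%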;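 note: 0% = neutral control wells and 100% = parthenolide positive control wells; values of inactives mirror those of a sister screen read the other way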
Tat export inh: inhibitors of E. coli Tat protein transport; E. coli MC4100 TorA-mCherry Tat export, fluorescence; inhibition, % at 10 µM; 340,000 tested, 0.036% active;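 active = mean replicate inhibition at least 50% and at least half of replicates individually reaching 50%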;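 note: exported cargo escapes ClpAP degradation while cytoplasmic cargo is degraded and loses fluorescence; 0% = median of neutral control wells and 100% = median of NaSCN control wells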
An asterisk follows results filed as active.

Screening Cc1ccc(CC(CC(=O)O)C(=O)Nc2ccc(Cl)cc2)cc1 (centres undefined) returned Ecoli viability -1.0, CAL PDZ FP-2 16, Wnt act 0, AddAB inh 0.5, phage Ecoli inh 2.0, SR-BI uptake up 10, SR-BI HDL uptake -10, MITF TRPM1 HTS -17 and Tat export inh 6.
CCCNC(=O)c1c(O)c2cccc3c2n(c1=O)CCC3 was read as CAL PDZ FP-1 1.2, CAL PDZ FP-2 -5, Wnt act -2, phage Ecoli inh -0.9, SR-BI uptake up -16, SR-BI HDL uptake 16, MITF TRPM1 HTS -5 and Tat export inh -2.
For CCOc1ccc(CCNC(=O)COC(=O)c2cccs2)cc1OCC the results were CAL PDZ FP-1 -0.4, Ecoli viability -1.7, CAL PDZ FP-2 0, Wnt act -1, AddAB inh -0.5, phage Ecoli inh 2.5, SR-BI uptake up 13, SR-BI HDL uptake -13, MITF TRPM1 HTS 0 and Tat export inh -6.
Cc1cccc(-n2cnc(C(=O)O)c2)n1 was read as CAL PDZ FP-1 -0.8, Ecoli viability -0.3, CAL PDZ FP-2 4, Wnt act -10, AddAB inh 2.7, phage Ecoli inh 2.9, SR-BI uptake up -4, SR-BI HDL uptake 4, MITF TRPM1 HTS 11 and Tat export inh 0.
Screening CCC1(c2ccc(Cl)cc2)NC(=O)N(CC(=O)NC2(C#N)CCCCC2)C1=O (centres undefined) returned CAL PDZ FP-1 -0.4, Ecoli viability 0.3, CAL PDZ FP-2 -1, Wnt act 2, AddAB inh 2.0, phage Ecoli inh -2.0, SR-BI uptake up -11, SR-BI HDL uptake 11, MITF TRPM1 HTS 1 and Tat export inh -4.
CCOC(=O)c1cc(C#N)c(N2CCN(c3ccccn3)CC2)nc1-c1ccccc1 was read as CAL PDZ FP-1 0.6, Ecoli viability 0.1, CAL PDZ FP-2 -2, Wnt act -1, AddAB inh 1.8, phage Ecoli inh 2.4, SR-BI uptake up -36, SR-BI HDL uptake 36, MITF TRPM1 HTS -12 and Tat export inh -4.
Cc1nn(C(=O)c2nn(C)cc2[N+](=O)[O-])c(C)c1Cl was read as CAL PDZ FP-1 -0.3, Ecoli viability -2.2, CAL PDZ FP-2 3, Wnt act -3, AddAB inh 0.2, phage Ecoli inh 2.3, SR-BI uptake up -3, SR-BI HDL uptake 3, MITF TRPM1 HTS 0 and Tat export inh -2.
CCCN1C(=O)C(NC(=O)c2ccncc2)(C(F)(F)F)C2=C1CC(C)(C)CC2=O (centres undefined) was read as CAL PDZ FP-1 -0.5, Ecoli viability -0.4, CAL PDZ FP-2 -4, AddAB inh 5.8, phage Ecoli inh -0.8, SR-BI uptake up 21, SR-BI HDL uptake -21, MITF TRPM1 HTS -11 and Tat export inh -23.
`Cc1ccc(S(=O)(=O)Nc2cccc(C(=O)NCc3ccc(S(N)(=O)=O)cc3)c2)cc1` gave CAL PDZ FP-1 -0.5, Ecoli viability 0.2, CAL PDZ FP-2 -1, Wnt act -2, AddAB inh 2.7, phage Ecoli inh 1.7, MITF TRPM1 HTS 0 and Tat export inh 1.
For CCOc1cc(/C=C2/C(=N)N3OC(C)=CC3=NC2=O)ccc1OC(=O)c1ccco1 the results were CAL PDZ FP-1 -0.2, Ecoli viability 1.9, CAL PDZ FP-2 -2, AddAB inh -1.2, phage Ecoli inh 4.0, SR-BI uptake up -14, SR-BI HDL uptake 14, MITF TRPM1 HTS -6 and Tat export inh 11.
For Cc1nn(C(C)C(=O)N2CCc3ccccc32)c(C)c1[N+](=O)[O-] (centres undefined) the results were CAL PDZ FP-1 -1.3, Ecoli viability 1.1, CAL PDZ FP-2 -6, AddAB inh 2.5, phage Ecoli inh 1.8, SR-BI uptake up 13, SR-BI HDL uptake -13, MITF TRPM1 HTS 9 and Tat export inh -4.
`Cc1ccc(S(=O)(=O)N(C)C)cc1NC(=S)NC(=O)C12CC3CC(CC(C3)C1)C2` gave CAL PDZ FP-1 0.5, Ecoli viability 1.6, CAL PDZ FP-2 2, Wnt act -4, AddAB inh 2.3, phage Ecoli inh 2.6, SR-BI uptake up -8, SR-BI HDL uptake 8, MITF TRPM1 HTS -41 and Tat export inh -7.
`O=C(N/N=C/c1ccc(O)cc1O)C(=O)N/N=C/c1ccc(O)cc1O` gave CAL PDZ FP-1 -0.4, Ecoli viability 30*, CAL PDZ FP-2 -3, Wnt act -4, AddAB inh 28*, phage Ecoli inh 22*, SR-BI uptake up 42, SR-BI HDL uptake -42 and Tat export inh 3.
For CN(C)N1C(N)=C(C#N)C(c2ccsc2)C2=C1CC(C)(C)CC2=O (centres undefined) the results were CAL PDZ FP-1 0.5, Ecoli viability 2.6, CAL PDZ FP-2 -5, Wnt act -2, AddAB inh 5.2, phage Ecoli inh 3.2, SR-BI uptake up 5, SR-BI HDL uptake -5, MITF TRPM1 HTS 9 and Tat export inh 2.
Cc1ccc2c(c1)c1c3n2CCN(CCC(=O)O)C3CCC1 (centres undefined) was read as CAL PDZ FP-1 0.0, Ecoli viability -0.8, CAL PDZ FP-2 -5, Wnt act 0, AddAB inh -2.1, phage Ecoli inh -0.6, SR-BI uptake up 38, SR-BI HDL uptake -38 and Tat export inh 3.
Screening CCS(=O)(=O)N1CCCC(C(=O)NCCN(C)Cc2ccccc2)C1 (centres undefined) returned CAL PDZ FP-1 -2.3, Ecoli viability 1.3, CAL PDZ FP-2 -3, AddAB inh 1.0, phage Ecoli inh 2.8, SR-BI uptake up 6, SR-BI HDL uptake -6, MITF TRPM1 HTS -3 and Tat export inh 6.
For COc1ccc(-c2nnnn2-c2ccc(F)cc2F)cc1 the results were CAL PDZ FP-1 -0.6, Ecoli viability 1.0, CAL PDZ FP-2 7, Wnt act -2, AddAB inh 2.6, phage Ecoli inh 2.6, SR-BI uptake up 0, SR-BI HDL uptake 0, MITF TRPM1 HTS -2 and Tat export inh -2.
CCN(C(=O)CCS(=O)(=O)c1cc2c(cc1Cl)NC(=O)CO2)c1ccccc1 was read as CAL PDZ FP-1 0.4, Ecoli viability 1.2, CAL PDZ FP-2 -2, Wnt act -3, AddAB inh 6.1, phage Ecoli inh 2.4, SR-BI uptake up 15, SR-BI HDL uptake -15, MITF TRPM1 HTS 4 and Tat export inh -2.
Cc1ccc2c(c1)N(C(=O)CCC(=O)N1CCCCC1)CCO2 was read as CAL PDZ FP-1 -2.7, Ecoli viability -2.9, Wnt act 1, AddAB inh -0.8, phage Ecoli inh 6.3, SR-BI uptake up 6, SR-BI HDL uptake -6, MITF TRPM1 HTS -1 and Tat export inh 1.
For Clc1ccc(Oc2ccccc2)c2ncccc12 the results were CAL PDZ FP-1 -0.8, Ecoli viability -2.4, CAL PDZ FP-2 0, Wnt act 0, AddAB inh -0.2, phage Ecoli inh -1.0, SR-BI uptake up -42, SR-BI HDL uptake 42, MITF TRPM1 HTS 1 and Tat export inh 0.

Three entries out of the list, ordered by molecular weight, highest first.
Screening CCS(=O)(=O)N1CCCC(C(=O)NCCN(C)Cc2ccccc2)C1 (centres undefined) returned CAL PDZ FP-1 -2.3, Ecoli viability 1.3, CAL PDZ FP-2 -3, AddAB inh 1.0, phage Ecoli inh 2.8, SR-BI uptake up 6, SR-BI HDL uptake -6, MITF TRPM1 HTS -3 and Tat export inh 6.
Cc1ccc2c(c1)N(C(=O)CCC(=O)N1CCCCC1)CCO2 was read as CAL PDZ FP-1 -2.7, Ecoli viability -2.9, Wnt act 1, AddAB inh -0.8, phage Ecoli inh 6.3, SR-BI uptake up 6, SR-BI HDL uptake -6, MITF TRPM1 HTS -1 and Tat export inh 1.
Cc1ccc2c(c1)c1c3n2CCN(CCC(=O)O)C3CCC1 (centres undefined) was read as CAL PDZ FP-1 0.0, Ecoli viability -0.8, CAL PDZ FP-2 -5, Wnt act 0, AddAB inh -2.1, phage Ecoli inh -0.6, SR-BI uptake up 38, SR-BI HDL uptake -38 and Tat export inh 3.

More entries:
O=C(O)c1cccnc1C(=O)N1CCc2c([nH]c3ccccc23)C1C(F)(F)F (centres undefined) was read as Ecoli viability -1.2, Wnt act 0, AddAB inh 5.5 and phage Ecoli inh 1.1.
For CC(NC(=O)/C(=C/c1ccc(OC(F)F)cc1)c1ccccc1)c1ccccc1 (centres undefined) the results were CAL PDZ FP-1 -0.5, Ecoli viability -0.9, CAL PDZ FP-2 0, Wnt act -4, AddAB inh 1.8, phage Ecoli inh 3.6, SR-BI uptake up -23, SR-BI HDL uptake 23, MITF TRPM1 HTS -15 and Tat export inh 6.
`O=C(Nc1cccc(-c2cccc(F)c2)c1)C1CCN(C2CCC2)CC1` gave CAL PDZ FP-1 -3.7, Ecoli viability -1.2, CAL PDZ FP-2 -1, Wnt act -4, AddAB inh 3.2, phage Ecoli inh 2.0, SR-BI uptake up 5, SR-BI HDL uptake -5, MITF TRPM1 HTS 10 and Tat export inh -8.
COc1ccc(Nc2ccc(S(=O)(=O)N3CCCCCC3)cc2[N+](=O)[O-])cc1 was read as CAL PDZ FP-1 -2.4, Ecoli viability -1.4, CAL PDZ FP-2 -4, Wnt act 0, AddAB inh 0.9, phage Ecoli inh 1.1, SR-BI uptake up -2, SR-BI HDL uptake 2, MITF TRPM1 HTS -20 and Tat export inh -10.
`CCCc1nnc(NC(=O)c2ccc([N+](=O)[O-])cc2)s1` gave CAL PDZ FP-1 -0.4, Ecoli viability 2.2, CAL PDZ FP-2 -1, AddAB inh 3.8, phage Ecoli inh 2.1, SR-BI uptake up 31, SR-BI HDL uptake -31, MITF TRPM1 HTS 13 and Tat export inh -22.
`O=C(NCc1nc(-c2ccc(Cl)cc2)no1)c1ccco1` gave CAL PDZ FP-1 -1.4, Ecoli viability 2.7, CAL PDZ FP-2 -2, Wnt act 0, AddAB inh 3.6, phage Ecoli inh 3.0 and Tat export inh 6.
`O=C(c1ccco1)N1CCN(Cc2cc(=O)c(OCc3c(F)cccc3Cl)co2)CC1` gave CAL PDZ FP-1 -1.7, Ecoli viability -1.5, CAL PDZ FP-2 0, Wnt act 2, AddAB inh 3.2, phage Ecoli inh 0.4, SR-BI uptake up -5, SR-BI HDL uptake 5, MITF TRPM1 HTS -4 and Tat export inh 12.
CCc1ccc(N2CC(C(=O)OCC(=O)Nc3ccc(C(C)=O)cc3)CC2=O)cc1 (centres undefined) was read as CAL PDZ FP-1 -0.5, Ecoli viability -0.5, CAL PDZ FP-2 -11, Wnt act 2, AddAB inh 0.1, phage Ecoli inh 0.1, SR-BI uptake up -1, SR-BI HDL uptake 1, MITF TRPM1 HTS 0 and Tat export inh -12.
For CC1CC(C)CN(C(=O)Cn2c(=O)oc3cc(S(=O)(=O)N4CCCC4)ccc32)C1 (centres undefined) the results were CAL PDZ FP-1 -1.2, Ecoli viability -1.4, CAL PDZ FP-2 -3, Wnt act -3, AddAB inh 0.0, phage Ecoli inh 2.1, SR-BI uptake up -4, SR-BI HDL uptake 4, MITF TRPM1 HTS 11 and Tat export inh -7.
`Cc1ccccc1N(C(=O)Cc1ccsc1)C(C(=O)NC1CCCCC1)c1ccc(F)cc1` (centres undefined) gave CAL PDZ FP-1 -0.6, Ecoli viability -1.1, CAL PDZ FP-2 0, Wnt act -2, AddAB inh 2.1, phage Ecoli inh 0.9, SR-BI uptake up 25, SR-BI HDL uptake -25, MITF TRPM1 HTS -2 and Tat export inh -2.

Source: PubChem BioAssay
